PV pol inh: poliovirus RNA polymerase inhibition; P03300; poliovirus polymerase elongation, fluorescence polarization; active compounds read low; % elongation, % (compound at 16.7 µg/mL); 0.66% of 150,000 active; AID 588519; in the data active means % elongation below about 90%; further: some results filed as inactive read as strong as hits
Target sequence (P03300 1749-2209 limits assumed): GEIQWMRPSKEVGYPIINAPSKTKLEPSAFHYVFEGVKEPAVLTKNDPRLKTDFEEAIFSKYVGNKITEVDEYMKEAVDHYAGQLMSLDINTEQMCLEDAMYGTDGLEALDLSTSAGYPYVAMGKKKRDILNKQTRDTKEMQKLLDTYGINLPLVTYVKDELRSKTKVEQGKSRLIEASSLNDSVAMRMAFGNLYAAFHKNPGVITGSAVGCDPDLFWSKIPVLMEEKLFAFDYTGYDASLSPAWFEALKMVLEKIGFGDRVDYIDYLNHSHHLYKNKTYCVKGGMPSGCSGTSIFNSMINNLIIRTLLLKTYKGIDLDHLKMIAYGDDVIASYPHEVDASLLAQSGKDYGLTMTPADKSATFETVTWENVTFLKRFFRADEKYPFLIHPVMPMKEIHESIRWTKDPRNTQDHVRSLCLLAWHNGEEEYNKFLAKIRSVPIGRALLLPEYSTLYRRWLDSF
PV pol inh FP z-score: recorded beside PV pol inh, whose call it bears; z-score; measured here: FP z-score; hits read low
Numbers without * were called inactive; & = joins results of further samples. The list is partial; rates above refer to the full screens.

Sample of the layout, 2 compounds:
nr	canonical_smiles	PV pol inh	PV pol inh FP z-score
1	O=C1CSC(N=Nc2c(O)[nH]c3ccccc23)=N1	103.0	0.3
2	CC(=O)N1CCCc2cc(S(=O)(=O)N(C)CC(=O)Nc3cccc(Cl)c3C)ccc21	105.0	-0.5

The whole of this part (from the top)
nr	canonical_smiles	PV pol inh	PV pol inh FP z-score
1	O=C1CSC(N=Nc2c(O)[nH]c3ccccc23)=N1	103.0	0.3
2	CC(=O)N1CCCc2cc(S(=O)(=O)N(C)CC(=O)Nc3cccc(Cl)c3C)ccc21	105.0	-0.5
3	Cc1ccc(Cl)cc1N(C)C(=O)c1cnc(N2CCOCC2)c2ccccc12	108.0	0
4	CCCCN1N=C(C)CC1=O	110.0	0.5
5	CN1CCc2nc3sc(C(=O)Nc4ccccc4C(F)(F)F)c(N)c3cc2C1	31.0*	-12.9*
6	Cc1cc(CN2CCN(c3cccc(C)c3C)CC2)cs1	109.0	0.4
7	CN(C)c1nc(Cl)nc(NCCCC(=O)O)n1	102.0	0.3
8	CCOc1ccc(NCc2nc3ccccc3n2CCOc2ccc(C)cc2)cc1	101.0	-1.2
9	CCCC(=O)N(c1ccc2oc3c(c2c1)CCCC3)S(=O)(=O)c1ccc(CC)cc1	104.0	-0.1
10	CSc1nc2ccc(N=Cc3ccc(Sc4nnnn4-c4ccccc4)o3)cc2s1	119.0	1.8
11	Cc1nnc(SCC(=O)c2cc(C)n(CCC(C)C)c2C)n(N)c1=O	104.0	0.1
12	CCCc1nc2ccccc2c(C(=O)OCC(N)=O)c1CC	102.0	0.3
13	CCN(CC)Cc1cc(C(=O)O)co1	102.0	0
14	COc1ccccc1NC(=O)CSc1nc2n[nH]c(C)c2c(=N)n1-c1ccc(C)c(Cl)c1	103.0	0.6
15	O=C(COc1ccccc1)Nc1ccc(C(=O)OCc2cc(=O)n3nc(C4CC4)sc3n2)cc1	113.0	1.6
16	Nc1nc(SCc2cc(=O)oc3ccc4ccccc4c23)n[nH]1	102.0	-0.1
17	Cc1nc(SCC(=O)Nc2ccccc2C)cc(-c2ccccc2)n1	107.0	0.4
18	CCc1ccccc1NC(=O)c1cn(C)c(=O)c2ccccc12	101.0	-0.4
19	CC1(C)CC(CCC(=O)NC(=S)Nc2ccccc2Cl)C(=O)O1 (stereo unspecified)	100.0	-0.3
20	CC(C)(CN1CCCCCC1)NS(=O)(=O)c1ccc(Cl)cc1	99.0	-0.1
21	O=c1cnc2ccccc2n1Cc1ccc(Br)cc1	103.0	0
22	Cc1ccc(Cl)cc1NC(=O)N1CCC2(CC1)Oc1ccccc1C(=O)N2Cc1ccccc1F	108.0	-0.5
23	CS(=O)(=O)CCC1NC(=O)N(CC(=O)c2ccccc2)C1=O (stereo unspecified)	103.0	0.1
24	N#CC1=C(N)OC2=C(C(=O)CCC2)C1c1ccoc1 (stereo unspecified)	100.0	-0.3
25	COC(=O)/C(=C/c1ccc(OC(F)(F)F)cc1)NC(=O)c1ccccc1	105.0	1.6
26	N/C(=N\O)c1ccsc1	105.0	0.6
27	CCOC(=O)c1ccc(NC(=O)CCn2c(=O)c3cccn3c3cccnc32)cc1	107.0	-0.1
28	CC(C)COc1ccc(CC(C#N)C(=O)O)cc1Cl (stereo unspecified)	99.0	-0.5
29	Cc1cccc(C)c1-n1ncc(C(=O)NCCCN2CCC(C)CC2)c1C1CCN(C(=O)OC(C)(C)C)CC1	112.0	1.2
30	O=c1[nH]nc(SCc2csc(-c3ccccc3)n2)n1Cc1ccccc1	104.0	0.2
31	CC1CCN(C(=O)CSCC(=O)O)CC1	90.0	-4.8
32	CCN(CC)Cc1c(O)ccc2occ(C(=O)c3ccccc3)c12	98.0	-0.4
33	Cc1ccc2oc(=O)c3cc(C(=O)Nc4ccc5c(C)cc(=O)oc5c4)sc3c2c1	104.0	0.8
34	CC(=O)N1CN(Cc2cccnc2)Cc2c1sc1c2CCCC1	98.0	-0.4
35	COc1ccc(C(=O)Nc2sc3c(c2C(=O)NCc2ccco2)CCCC3)cc1OC	102.0	0.4
36	CSc1ccc(CCNC(=O)Cn2ccc3cc(S(=O)(=O)N4CCCCCC4)ccc32)cc1	106.0	-0.5
37	Cc1nc2ccn(Cc3cccnc3)c(=O)c2cc1C(=O)Nc1ccccc1	100.0	-0.5
38	CC(C)Sc1n[nH]c(=S)n1N	83.0*	-1.9*
39	CCn1c(SCC(=O)NC(C)(C#N)C(C)C)nnc1-c1ccccc1 (stereo unspecified)	109.0	0.9
40	COc1ccc(/C(C)=N/NC(=O)Cc2c(C)nc(C)[nH]c2=O)cc1	104.0	0.7
41	CC(=O)NC1C(Oc2ccccc2)OC(COC(C)=O)C(OC(C)=O)C1OC(C)=O (stereo unspecified)	104.0	0.3
42	CCCCOc1ccc(NC(=O)CCSc2nccn2C)cc1	103.0	0.4
43	CC(C)(C)c1cc(/C=C(\C#N)C(N)=S)cc(C(C)(C)C)c1O	114.0&116.0	4.8&4.1
44	COc1ccccc1NC(=O)CN1C(=O)C(c2ccc(F)cc2)=NC12CCCCC2	111.0	0.8
45	O=C(NCc1cn2ccccc2n1)c1cccc(C(F)(F)F)c1	105.0	0.7
46	N#CCCSc1nc2ccccc2n1CCc1ccccc1	104.0	0.1
47	COc1ccc(N=Cc2c(O)[nH]c(=S)[nH]c2=O)cc1	99.0	-0.1
48	CCN1CCN(C(=O)Cc2cccc3ccccc23)CC1	103.0	0.3
49	Cc1ccc2oc(=O)n(CCNC(=O)Nc3ccccc3C)c2c1	108.0	0.6
50	COc1ccc(OC)c(-c2cc(C(=O)Nc3cnn(Cc4ccc(Cl)cc4Cl)c3)no2)c1	102.0	-0.1
51	Cc1ccc(CCCOC(=O)CN2CCOCC2)cc1	103.0	0.6
52	CCOc1ccc(NC(=O)c2cn(CC(C)C)c(=O)c3c2c2ccccc2n3C)cc1	102.0	0.6
53	Cc1[nH]c(=S)c(C#N)c(-c2ccco2)c1C(=O)O	144.0	4.4
54	COc1ccc(OCCN(C)C(=O)/C=C/c2nc3ccccc3o2)cc1	104.0	0.2
55	Cc1onc(-c2ccccc2Cl)c1C(=O)NCCOC12CC3CC(CC(C3)C1)C2	105.0	0.3
56	O=C(/C=[N+](\[O-])C1CCC/C1=N\O)c1ccccc1 (stereo unspecified)	104.0	0.3
57	C[C@@]12CCC3[C@@](CC[C@@H]4[C@](C)(C(=O)O)CCC[C@@]34C)(C[C@H]1O)C2 (stereo partly specified)	102.0	0.4
58	O=S(=O)(/N=C(/Nc1cccc(O)c1)c1ccccc1)c1ccccc1	103.0	0.4
59	Cc1cccn2c(=O)cc(COc3cccc(NC(=O)COc4ccc(F)cc4)c3)nc12	102.0	-0.9
60	Cn1c(=O)n(CCc2ccccc2)c(=O)c2c1nc1n2CCN1c1ccc(Cl)cc1	111.0	1

Continued.
nr	canonical_smiles	PV pol inh	PV pol inh FP z-score
61	CC(C)(C)Sc1cc(C(=O)O)sc1C(=O)O	101.0	-0.1
62	COc1ccc(CCN2C(=O)c3ccccc3NC2c2c(C)nn(C)c2C)cc1 (stereo unspecified)	109.0	0
63	NCCCOCC1CCCO1 (stereo unspecified)	105.0	0.6
64	Cc1ccc(-c2nn(-c3ccc(F)cc3)c3c2cnc2cc(F)c(F)cc23)cc1	105.0	-1.2
65	CCCCCC(=O)NC1(CCC)CCCC1	100.0	0.2
66	Cc1nn(-c2ccccc2)c2[nH]c(=O)c(CNc3ccccc3)cc12	99.0	-0.5
67	CC(C)c1cnc2c(c1SCc1cccc(C(F)(F)F)c1)c(=O)n(C)c(=O)n2C	107.0	-0.3
68	O=C(CSCc1cc(=O)n2c3c(sc2n1)CCCC3)NCc1ccc2c(c1)OCO2	110.0	0.8
69	CC1CC(C)CN(c2cc(NCCO)c3c4c(onc24)-c2ccccc2C3=O)C1 (stereo unspecified)	75.0	-4.3
70	Cc1nn(-c2ccccc2)c2sc(C(=O)NCCN3C(=O)S/C(=C\c4cccnc4)C3=O)cc12	102.0	-0.2
71	COc1ccc(OCc2nnco2)cc1	102.0	0.8
72	CC(C)COC(=O)/C(C#N)=C\c1ccc(-c2ccccc2Cl)o1	107.0	0.3
73	O=C(NC1CCCCCC1)c1cccc(-n2cnnc2)c1	103.0	0.6
74	COc1ccc(NC(=O)Cn2c(=O)oc3ccccc32)cc1	106.0	0.3
75	O=c1nc(Nc2ccccc2)cn[nH]1	104.0	0.6
76	CC1=C(C)C(=O)C(C)=C(C)C1=O	100.0	-0.2
77	COC(=O)c1cc(OC)c(OC)cc1NC(=O)C(C)C	102.0	0.2
78	COC(=O)c1c(C)[nH]c(C(=O)C(C)Sc2nnc(-c3ccccc3)o2)c1C (stereo unspecified)	105.0	0.3
79	Cc1ccc(NC(=O)CCS(=O)(=O)c2cc(Br)cc3c2N(C(=O)C2CC2)CC3)cc1	109.0	0.9
80	Cc1ccc(C)c(S(=O)(=O)c2nnn3c2nc(NC(C)C)c2sccc23)c1	102.0	-0.5
81	CN1C(=O)CS/C1=C\C(=O)C(C)(C)C	106.0	0.4
82	Cc1ccc(C2N(Cc3ccccc3)CCCN2Cc2ccccc2)o1	98.0	-0.4
83	COC(=O)c1ccc(Nc2ncnc3c2nc2n3CCCC2)cc1	97.0	-2
84	Cc1cccc(Cn2c(=O)n(CCC(=O)NCc3ccc4c(c3)OCO4)c(=O)c3sccc32)c1	104.0	-0.2
85	NC(N)=NOCC[C@@H](N)C(=O)O	100.0	0.1
86	O=C(Nc1cccc2c1CCCC2)N1CCC(CN2CCCCC2)CC1	100.0	-0.5
87	CCCCOc1ccc(C(=O)N(Cc2ccc(N(C)C)cc2)Cc2ccco2)cc1	102.0	-1.3
88	Cc1ccc(CN2CC(C(=O)NCC(=O)OCc3ccccc3)CC2=O)cc1 (stereo unspecified)	107.0	0.4
89	CCN(CC)C(=O)c1ccccc1OC	101.0	0.3
90	COC(=O)CNc1nc(C2CC2)nc2c1nnn2Cc1ccccc1Cl	101.0	0
91	CCN(CC)S(=O)(=O)c1ccc2c(c1)c(=O)c(C(=O)N1CCN(c3cccc(Cl)c3)CC1)cn2C	106.0	0.2
92	O=C(CSc1nc(Nc2ccc(F)c(F)c2)c2ccccc2n1)c1ccc(Cl)cc1	107.0	0.3
93	COC(=O)c1cc(S(=O)(=O)NCC2CCN(Cc3ccc(Cl)cc3)CC2)cn1C	100.0	-0.3
94	COCCCn1c(SCC(=O)NCc2ccccc2)nc2c(sc3ccccc32)c1=O	105.0	-0.4
95	CN1/C(=C2\C=NN(C)P2(=O)N2CCCCCC2)C(C)(C)c2ccccc21 (stereo unspecified)	103.0	0.2
96	N#CCCO/N=C/c1ccco1	100.0	-0.4
97	Cc1nnc(NC(=O)c2nc3nccc(C)n3n2)o1	101.0	-0.4
98	CNCc1nnc(-c2ccccc2)o1	100.0	-0.3
99	Cc1ccc(C(=O)CC2(O)C(=O)N(Cc3ccccc3)c3ccccc32)c(C)c1 (stereo unspecified)	105.0	0
100	COc1ccc(CNC(=O)CCc2nnc3ccc(NCCCN4CCCC4=O)nn23)cc1	100.0	-0.3
101	Cc1noc2ncnc(N3CCCC(C(=O)NC(C)C)C3)c12 (stereo unspecified)	104.0	-0.9
102	CCn1cc(C(=O)NC(=S)Nc2sc3c(c2C(=O)OC)CCCCCC3)cn1	99.0	-0.9
103	Cc1c(C(c2ccc(Cl)cc2Cl)c2c(O)c3ccccc3oc2=O)c(=O)n(-c2ccccc2)n1C (stereo unspecified)	101.0	-1.4
104	O=C(CCc1cn(Cc2ccccc2)c2ccccc12)NCCc1ccc(Cl)cc1	104.0	1.6
105	NC(=O)C1CCN(C(=O)Cn2ncc3c4ccccc4n(Cc4ccc(F)cc4)c3c2=O)CC1	104.0	0.4

Some of these compounds in order of molecular weight, smallest number first.
nr	canonical_smiles	PV pol inh	PV pol inh FP z-score
96	N#CCCO/N=C/c1ccco1	100.0	-0.4
98	CNCc1nnc(-c2ccccc2)o1	100.0	-0.3
95	CN1/C(=C2\C=NN(C)P2(=O)N2CCCCCC2)C(C)(C)c2ccccc21 (stereo unspecified)	103.0	0.2
105	NC(=O)C1CCN(C(=O)Cn2ncc3c4ccccc4n(Cc4ccc(F)cc4)c3c2=O)CC1	104.0	0.4
91	CCN(CC)S(=O)(=O)c1ccc2c(c1)c(=O)c(C(=O)N1CCN(c3cccc(Cl)c3)CC1)cn2C	106.0	0.2

Further structures:
nr	canonical_smiles	PV pol inh	PV pol inh FP z-score
106	COc1ccc(OCCOC(=O)c2ccc(SC)cc2OC)cc1	103.0	0.2
107	COc1ccccc1C(=O)Nc1cc2[nH]c(=O)[nH]c2cc1C	97.0	-1.8
108	O=C(CCC1COc2ccccc2O1)NC1CCCCC1 (stereo unspecified)	103.0	1
109	Cc1ccccc1C(=O)N(Cc1ccc(N(C)C)cc1)Cc1ccco1	106.0	-0.2
110	O=S(=O)(NC1CC1)c1ccc(F)cc1	107.0	0.5
111	COC(=O)c1ccc(OC(=O)c2ccc(Br)o2)cc1	103.0	0.6
112	CC1=C(c2ccc(Cl)cc2)S(=O)(=O)NC1=NCCCN1CCN(c2cc(C)ccc2C)CC1	110.0	0.6
113	Cn1c(=NC(=O)C2=NN(C3CCS(=O)(=O)C3)C(=O)CC2)sc2ccccc21 (stereo unspecified)	97.0	-0.5
114	CSc1ccc(/C=C(\C#N)C(=O)NC2CCCCC2)cc1	103.0	0.8
115	CCOC(=O)c1c(NC(C)=O)sc2c(NC(C)=O)cccc12	103.0	0.2
116	NC1=NC2(CCSC2)n2c(nc3ccccc32)N1 (stereo unspecified)	100.0	0
117	Cc1nn(Cc2ccccc2)c(C)c1C(=O)OCC(=O)NCc1ccco1	104.0	0.1
118	O=C(Cn1cnc2c(oc3ccccc32)c1=O)Nc1ccc(OC(F)(F)F)cc1	112.0	1.2
119	O=C1NC(=Nc2ccccc2)S/C1=C\c1ccc(C(=O)O)cc1	99.0	-1.1
120	Cc1ccc(NC(=O)CSc2nc(=O)cc(N)n2Cc2ccco2)cc1	102.0	0.8
121	O=C(CSc1nnc2ccc3ccccc3n12)c1ccc(F)cc1	111.0	1
122	Cc1nn2c(CN(C(=O)c3ccco3)c3ccccc3)nnc2c2ccccc12	103.0	0.2
123	O=C(/C=C/c1ccco1)OCCN1C(=O)c2ccccc2C1=O	102.0	-0.1
124	CCOC(=O)c1oc2ccccc2c1Cn1ncc(Cl)c(Cl)c1=O	108.0	-0.2
125	O=C1Nc2cc(C(=O)N3CCCC3)ccc2S/C1=C\c1ccccc1	102.0	0

High-throughput results from PubChem.
